# NadD block: inhibitors of Staphylococcus aureus NadD | purified NadD enzyme, colorimetric absorbance read-out | inhibition, % at 20 µM | actives 0.78% (n = 360,000) | AID 602399; in the data active = inhibition above about 26%; note: some compounds past the cut are filed as inactive
# SKN-1 block: C. elegans SKN-1 inhibition. C. elegans VP596 Pgst-4::GFP/RFP ratio, acrylamide-induced, 24 h. inhibition, % at 21.8 µM. actives 0.49% (n = 360,000);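 active = interference check ratio from 0.5 to 1.5 plus GFP to RFP signal ratio inhibition reaching or exceeding a fixed threshold, cut at about 30% in these data, passing the limit was not always enough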; note: some compounds called inactive have numbers as strong as hits
# Neddyl block: blocks human cullin neddylation | P61081+Q13564 | AID 651699 | calls only at 25 µM | TR-FRET cullin neddylation, biochemical | actives 0.58% (n = 360,000); in the data active = inhibition above about 36%
# FAS TE block: FAS thioesterase (human) inhibition; AID 602261; actives 0.67% (n = 360,000); P49327; inhibition, % at 15 µM; recombinant FAS-TE, OMFH fluorogenic substrate, fluorescence endpoint;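 active = compounds whose normalised, plate-corrected inhibition of enzyme fluorescence in the single-dose primary screen is 50% or more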;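 note: 0% = DMSO with enzyme and 100% = substrate without enzyme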
# MLLE-PAM2 inh: inhibitors of microRNA-mediated deadenylation, human PABP1 MLLE binding | GST-MLLE / FITC-PAM2 fluorescence polarization | AID 588489 | P11940 | inhibition, % at 20 µM | actives 0.36% (n = 360,000); in the data active = inhibition above about 35%, passing the limit was not always enough;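 note: plate controls were DMSO wells with GST-MLLE for no effect and wells lacking GST-MLLE protein for full effect; some results filed as inactive read as strong as hits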
# Target sequence (P11940 whole entry, looked up): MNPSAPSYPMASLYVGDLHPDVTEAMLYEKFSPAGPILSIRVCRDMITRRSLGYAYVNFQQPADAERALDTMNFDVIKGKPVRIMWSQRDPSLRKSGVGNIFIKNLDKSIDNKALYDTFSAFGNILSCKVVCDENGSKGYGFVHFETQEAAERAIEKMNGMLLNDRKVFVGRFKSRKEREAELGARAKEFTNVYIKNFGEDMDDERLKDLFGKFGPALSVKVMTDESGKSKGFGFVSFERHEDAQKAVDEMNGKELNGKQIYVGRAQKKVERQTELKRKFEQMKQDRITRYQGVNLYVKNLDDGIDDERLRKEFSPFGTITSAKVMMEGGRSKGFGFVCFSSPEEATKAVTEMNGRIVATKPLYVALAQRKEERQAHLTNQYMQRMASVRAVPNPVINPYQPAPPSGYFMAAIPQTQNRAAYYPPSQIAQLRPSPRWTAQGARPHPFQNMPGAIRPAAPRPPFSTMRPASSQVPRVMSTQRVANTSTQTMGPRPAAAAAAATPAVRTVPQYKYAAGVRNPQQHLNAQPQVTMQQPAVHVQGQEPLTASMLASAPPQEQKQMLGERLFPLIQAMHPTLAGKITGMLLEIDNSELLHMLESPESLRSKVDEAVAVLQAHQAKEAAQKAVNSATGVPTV
# MT1-MMP act inh: inhibitors of human MT1-MMP activation | GFP/RFP ratio change, % at 20 µM | actives 0.061% (n = 360,000) | HT1080 RFP-PRO-GFP cells, GFP/RFP ratio fluorescence, overnight; percent of plate control window, DMSO zero | AID 651647 | P50281;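 active = GFP/RFP ratio change of at least 30% with cell ATP level not reduced by more than half and red fluorescence within 50% of control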; note: strong numbers were not always called active
#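 Assay system – RFP-PRO-GFP reporter HT1080 cells · Compound dosing – single dose of 20 µM compound, 1% DMSO final · Incubation – overnight compound exposure at 37 °C · Measure – GFP/RFP fluorescence ratio · Benchmarks – DMSO wells and RFP-L50D-GFP cells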
# Rpn11 block: Rpn11 (human) deubiquitinase inhibition | O00487 | human 26S proteasome, Ub4-pepOG fluorescence polarization; 20S core pre-blocked with epoxomicin | calls only at 20 µM | actives 0.59% (n = 360,000) | AID 588493;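 active = inhibition at 20 µM, scaled to each plate's controls, above about 33%, limit read from the data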
# Target sequence (O00487 whole entry, looked up): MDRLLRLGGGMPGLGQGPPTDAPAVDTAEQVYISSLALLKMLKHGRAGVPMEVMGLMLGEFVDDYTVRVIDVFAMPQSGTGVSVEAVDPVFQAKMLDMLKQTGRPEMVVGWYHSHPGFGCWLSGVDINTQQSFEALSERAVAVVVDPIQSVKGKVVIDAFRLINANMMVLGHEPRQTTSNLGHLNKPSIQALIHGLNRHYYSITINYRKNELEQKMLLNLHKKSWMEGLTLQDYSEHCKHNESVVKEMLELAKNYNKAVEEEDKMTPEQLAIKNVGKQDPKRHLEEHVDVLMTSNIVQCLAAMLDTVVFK
# Rin1-Abl PPI inh: inhibitors of human Rin1-Abl protein interaction | P00519+Q13671 | TR-FRET Rin1/Abl binding, biochemical | inhibition, % at 7.35 µM | actives 0.4% (n = 360,000) | AID 588664; in the data active = inhibition above about 5%, passing the limit was not always enough
# CSN inh: blocks human CSN-mediated cullin deneddylation; Q92905; Purified CSN, SCF-Nedd8-OG deneddylation, fluorescence polarization; inhibition, % at 12.5 µM; actives 0.38% (n = 360,000);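 active = pattern-corrected inhibition above about 35%, with an unprinted fluorescence ratio check between 0.5 and 1.5, limit read from the data, passing the limit was not always enough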;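 note: 0% = enzyme with substrate and 100% = substrate without enzyme; some results filed as inactive read as strong as hits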
#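 Material: human Csn5 produced in HEK293T cells; Input: enzyme 0.24 nM; Reagent: SCFSkp2-Nedd8OG substrate at 10 nM final; Dosing: 12.5 µM compound; Incubation: 90 min reaction at room temperature; Detection: fluorescence polarization of the substrate; Evaluation: % inhibition of substrate cleavage by Csn5; Control set: substrate-only high control, full reaction low control.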
# * marks the source's active call; other numbers are inactive results; i = inactive; / = not tested or not shown; + = active, no number; & = joins results of further samples.
SMILES,NadD block,SKN-1 block,Neddyl block,FAS TE block,MLLE-PAM2 inh,MT1-MMP act inh,Rpn11 block,Rin1-Abl PPI inh,CSN inh
COc1ccccc1-n1cnnc1SCC(=O)Nc1cc(C(C)(C)C)nn1-c1ccccc1,-4,-13,i,-13,-7,-3,i,-2,3
Cc1ccc(NC(=O)CCS(=O)(=O)c2cc3[nH]c(=O)c(=O)[nH]c3cc2C)cc1,-3,17,i,0,-2,0,i,1,0
Cn1cc([N+](=O)[O-])c(C(=O)n2cccn2)n1,-5,1,i,-4,6,1,i,2,-2
CC(C)NC(=O)Cn1c(SCC(=O)N2c3ccccc3CC2C)nc2ccccc21 (stereo unspecified),-5,-14,i,0,3,-4,i,0,1
CN(C)c1ccc(S(=O)(=O)NCC(=O)OCC(=O)NC(=O)C2CCCCC2)cc1[N+](=O)[O-],-3,-6,i,-4,-1,7,i,1,-4
O=C(Nc1cccnc1)c1ccco1,-1,1,i,-10,-1,3,i,-2,-6
COC(CNC(=O)c1cnn2c(C)c(Cc3ccccc3)c(C)nc12)OC,-1,-2,/,6,-10,-3,i,3,0
O=C(NCc1ccncc1)C1CCCN(S(=O)(=O)c2cc(Cl)ccc2Cl)C1 (stereo unspecified),-5,5,i,-2,-2,0,i,3,3
S=C1NCCOCCOCCOCCNC(=S)N2CCOCCOCCN1CCOCCOCC2,-1,-5,i,-3,-105,-3,i,-3,-5
CS(=O)(=O)c1nc(-c2ccc(F)cc2)cc(C(F)(F)F)n1,-2,-2,i,24,16,0,i,0,-4
COc1ccc2oc(=N)c(C(=O)Nc3ccc(F)cc3)cc2c1,-5,-3,i,2,-40,-4,i,-1,-1
CCn1c(C)[n+](CC)c2ccc(C(=O)N(C)c3ccccc3)cc21,9,-4,i,-4,-113,-5,i,1,-3
CCc1cccc2c(C=C(C#N)C#N)cn(CC(=O)N3CCCC3)c12,4,13,i,26,-3,6,i,0,7
C(=NN=C(NN=Cc1cccs1)NN=Cc1cccs1)c1cccs1,10,16,i,13,-24,11,i,1,3
COc1cc(OC)c(/C=N/NC(=O)c2ccncc2)c(OC)c1,9,7,i,-3,-1,0,i,-1,-5
O=C(O)c1cccc(N/N=C/c2ccc(-c3ccccc3)cc2)c1,4,7,i,9,-3,-1,i,1,6
CCCCNC(=O)CSc1nc(O)cc(=O)n1C1CCCC1,-4,-6,i,0,25,0,i,7,3
O=C(NCCO)c1cc2cc(Cl)cc(Cl)c2oc1=O,-1,5,i,-3,29,-6,i,-3,3
NC(=O)c1cc([N+](=O)[O-])ccc1N1CCN(Cc2ccccc2)CC1,-1,16,i,2,5,1,i,-3,1
COCc1cccc(-c2csc(C(O)c3ccc(F)c(OC)c3)n2)c1 (stereo unspecified),-3,10,i,6,-1,-8,i,0,-1
Cc1cc(C(=O)NNS(=O)(=O)c2cc(C(=O)O)ccc2Cl)c(C)n1-c1ccccc1,6,9,i,-4,1,-4,i,2,7
CCC/C=C/c1ccc(CN2C(C)C(=O)N(Cc3cn(CCC4OCCCO4)nn3)CCS2(=O)=O)cc1 (stereo unspecified),-4,11,i,5,3,5,i,-1,1
CCc1cccc(NC(=O)CCc2c(C)nn(-c3ccc(N4CCCCC4)nn3)c2C)c1,2,10,i,10,-2,5,i,0,-2
CCOC(=O)N1CCN(c2c(N3CC=C(c4ccccc4)CC3)c(=O)c2=O)CC1,7,-27,i,-1,-9,0,i,1,3
CN(C(=O)COC(=O)c1nc(Cl)c(Cl)c(Cl)c1Cl)C1CCS(=O)(=O)C1 (stereo unspecified),0,-4,i,-6,-33,-25,i,1,2
CC(CCc1ccccc1)NC(=O)C(Cc1ccccc1)NS(=O)(=O)c1cccs1 (stereo unspecified),-4,-4,i,0,6,-2,i,-1,1
COc1ccc(Cl)c(Cn2c(NCCCO)nc3c2c(=O)n(C)c(=O)n3C)c1,6,-15,i,-8,-2,8,i,1,0
CC1CN(Cc2ccccc2)C(=O)NC1=O (stereo unspecified),-3,-15,i,-10,2,2,i,5,3
O=C(NCCc1ccc(F)cc1)c1cccc(NC(=O)c2ccccc2)c1,-12,-1,i,7,2,1,i,-1,-4
CC1(C(=O)NCc2ccc3c(c2)OCO3)CCN1C(=O)CC1CCCC1 (stereo unspecified),-2,12,i,-1,4,-1,i,2,-8
Cc1nc(-c2ccc(S(=O)(=O)N3CCN(C4c5ccccc5-c5ccccc54)CC3)s2)cs1,16,-7,i,47,-16,-1,i,-3,-2
Cn1ccnc1SCC(=O)c1ccc(Br)cc1,3,7,i,7,-59,7,i,1,1
CCn1c(SCC(=O)N(C)c2c(N)n(Cc3ccccc3)c(=O)[nH]c2=O)nc2ccccc21,-2,1,i,-6,26,4,i,-9,1
O=C(COC(=O)c1ccc(Cl)nc1)Nc1ccccc1OC(F)F,-6,1,i,-5,14,2,i,-3,2
COc1ccc(-c2cc(C(=O)Nc3cnn(Cc4ccccc4C)c3)no2)cc1OC,1,19,/,-3,2,9,i,-1,2
O=C(NCc1ccncc1)C(=O)N/N=C/c1ccccn1,-1,-5,i,-5,-5,3,i,-2,-5
Cc1ccc(NC(=O)c2cccc(F)c2)cc1S(=O)(=O)N1CCCCCC1,-6,8,i,-32,-66,-1,i,1,0
O=C(C[C@H]1C(=O)N(c2ccccc2)C[C@@H]1Cc1ccccc1)Nc1ccccc1,7,-1,i,-3,-8,2,i,-4,3
O=C(CC1C(=O)NCCN1Cc1cccc(F)c1)NCCCN1CCCC1=O (stereo unspecified),-3,13,i,-6,0,-7,i,1,-3
CC1C/C(=C/c2cccs2)C(=O)/C(=C/c2cccs2)C1 (stereo unspecified),0,18,i,35,-19,-8,i,3,23
Cc1ccc(OCC(=O)OCCN2C(=O)c3ccccc3C2=O)cc1C,-1,5,i,7,-7,7,i,-2,1
CC(C)(C)n1[nH]c2c3c(ccc2c1=O)C(=O)c1ccccc1C3=O,-2,9,i,-2,-6,11,i,-8,-2
COc1ccccc1N1CCN(C(=O)c2nn(C)c3c2CS(=O)(=O)c2ccccc2-3)CC1,6,21,i,-1,1,1,i,-1,2
CC12CCC3c4cc(CN5CCOCC5)c(O)cc4CCC3C1CCC2=O (stereo unspecified),-3,12,i,1,7,-1,i,2,1
Nc1nc(SCc2cccc(Br)c2)n[nH]1,-5,-23,i,-7,-15,6,i,2,4
Cc1ccc(S(=O)(=O)NNC(=O)c2cnn(-c3ccccc3)c2-n2cccc2)cc1,6,13,i,-2,-21,0,i,4,6
COc1ccc(NS(=O)(=O)c2cccc(C(=O)NCCCN3CCOCC3)c2)cc1,0,-8,i,-7,1,5,i,2,0
CC(=O)N(O)CCCCCNC(=O)CCC(=O)N(O)CCCCCNC(=O)CCC(=O)N(O)CCCCCN,2&-4,11&-19,i,-8&-5,-1&-3,1&2,i,-7&-5,-3&-4
Clc1ccc(OCCn2ccnc2)cc1Cl,4,10,i,-3,-1,2,i,0,3
Cc1ccccc1CN1C(=O)C(C)Sc2ccc(-c3ccco3)cc21 (stereo unspecified),43*,6,i,10,-57,-8,+,3,30

# Next structures
SMILES,NadD block,SKN-1 block,Neddyl block,FAS TE block,MLLE-PAM2 inh,MT1-MMP act inh,Rpn11 block,Rin1-Abl PPI inh,CSN inh
COc1ccc(Nc2c(-c3ccco3)nc3ccc(C)cn23)cc1,2,7,/,-2,4,-5,i,-1,-5
Nc1ncccc1C(=O)OCC(=O)NC1CCCCCC1,10,5,/,3,-15,-14,i,2,7
CC(c1n[nH]c(=S)n1-c1ccc(Cl)cc1)N(C)C (stereo unspecified),2,6,i,-12,-5,-1,i,1,2
O=C(N/N=C/C=C\c1ccccc1[N+](=O)[O-])c1ccco1,0,9,i,2,2,3,i,2,5
CC(C)(C)c1ccc(C(=O)OCCN2CCCCC2)cc1,-10,10,i,-4,1,1,i,6,0
CCC(=O)N1CCc2cc(S(=O)(=O)NCCC(=O)Nc3ccc(OC)cc3)ccc21,-4,-14,i,-6,-16,-4,i,-2,-3
CCCCOC(=O)c1ccc(NC(=O)Nc2ccc(OC)c(OC)c2)cc1,-13,11,i,18,-1,-1,i,3,3
Cc1ccc(N=CC2=C(O)CC(c3ccccc3Cl)CC2=O)cc1 (stereo unspecified),-10,-6,i,21,-7,3,i,-2,7
O=C(NCc1ccco1)C1CC(c2ccc(Cl)c(Cl)c2)=NO1 (stereo unspecified),-7,8,i,12,1,2,i,0,0
Cn1c2ccccc2c2cc(/C=N/NC(=O)c3cc(O)ccc3O)ccc21,49*,10,+,10,-1,-5,i,3,33
O=S1(=O)[C@H]2C[C@@H]3C=C[C@]2(CN1Cc1ccc(C(F)(F)F)cc1)O3,-2,18,i,-14,5,1,i,1,-3
CCOC(=O)C(Cc1ccccc1)NC(=O)CNC(C)=O (stereo unspecified),1,-18,i,-6,5,5,i,5,4
Cc1c(NC(=O)c2ccc(S(=O)(=O)N3CCOCC3)cc2)c(=O)n(-c2ccccc2)n1C,1,5,i,-2,5,2,i,1,-5
CCOc1cc(/C=N/NC(=O)c2cccc(S(=O)(=O)N3CCCC3)c2)ccc1OCC(=O)N(C)C,5,7,i,-4,-14,0,i,2,2
COc1cncc(-c2cnc3sc(NCCc4ccccn4)nn23)c1,3,9,i,-6,-5,-33,i,-6,-2
C[C@H](CO)N1C[C@H](C)[C@H](CN(C)Cc2ccncc2)Oc2ccc(NC(=O)Nc3ccc(C(F)(F)F)cc3)cc2CC1=O,6,-8,i,10,-9,1,i,3,3
N#CC1=C(SCC(=O)c2cc3ccccc3oc2=O)NC(=O)C(C#N)C12CCCC2 (stereo unspecified),12,16,i,0,-4,-184,/,3,12
CC(=O)c1ccc(S(=O)(=O)N2CCN(C)CC2)cc1,-1,3,i,-6,1,-1,i,3,4
COc1ccccc1NC(=O)Nc1ccnn1Cc1cccs1,3,3,i,-1,16,4,i,-4,-2
Cc1ccc(C)c(-n2nnnc2SCC(=O)Nc2c(C)n(C)n(-c3ccccc3)c2=O)c1,7,14,i,-9,3,0,i,-3,-5
CCOC(=O)c1cnn(-c2cc(C(C)(C)C)nc3c(-c4ccccc4)c(C)nn23)c1N,0,7,i,5,-9,5,i,-2,4
CCN(CC)c1ccc(C2C(C(C)=O)C(=O)CC(C)(O)C2C(C)=O)cc1 (stereo unspecified),-4,-63,i,-14,-17,2,i,-1,-4
CC(C)CN(c1ccccc1)S(=O)(=O)c1nnc(NC(=O)C(C)C)s1,2,13,i,-2,7,-2,i,-3,-2

# Four compounds already listed, arranged by the value under MLLE-PAM2 inh, falling:
SMILES | MLLE-PAM2 inh
CCOC(=O)C(Cc1ccccc1)NC(=O)CNC(C)=O (stereo unspecified) | 5
Cc1ccc(C)c(-n2nnnc2SCC(=O)Nc2c(C)n(C)n(-c3ccccc3)c2=O)c1 | 3
C[C@H](CO)N1C[C@H](C)[C@H](CN(C)Cc2ccncc2)Oc2ccc(NC(=O)Nc3ccc(C(F)(F)F)cc3)cc2CC1=O | -9
CCN(CC)c1ccc(C2C(C(C)=O)C(=O)CC(C)(O)C2C(C)=O)cc1 (stereo unspecified) | -17
